Screens as filed in PubChem BioAssay.
CD40 NFkB inh: CD40 pathway inhibition in BL2 cells | BL2 NF-kB luciferase reporter, CD40L-induced, 4 h | inhibition, % at 10 µM | 83,000 tested, 0.94% active;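 active = mean inhibition of at least 50% with a set share of replicates also reaching that level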;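 also: 0% = neutral control wells and 100% = IKK inhibitor VII at 50 µM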
* hit, by the source's call; [ ] = dose if it differs, or a comment.

SMILES | CD40 NFkB inh
CN(CC(=O)Nc1ccc(F)c(F)c1F)C(=O)C1CC(=O)N(C2CCCC2)C1 (stereo not given) | 4.6
Cc1c(C#N)c2ncn(CCCN(C)C)c(=O)c2n1-c1ccccc1 | 7.4
ClCC1CN(Cc2ccccc2Cl)CCO1 (stereo not given) | 9.8
O=C1N[C@H](Cc2ccccc2)COCc2cnnn2CC[C@H]1Cc1ccc(-c2ccccc2)cc1 | -4.8[25 µM]
Cc1cccc(OCc2nc(-c3ccc(-n4cccc4)cc3)no2)c1 | 6.8
CSCCC(NC(=O)COc1ccccc1)C(=O)N1CCOCC1 (stereo not given) | 1.2
Cc1cccc(C)c1NC(=O)C1CCCN(CCCc2ccccc2)C1 (stereo not given) | 0.5
CC1CC(=O)Nc2ccccc2N1C(=O)Cn1cnc2ccccc2c1=O (stereo not given) | 6.6
COCCCNC(=O)c1ccccc1SC | 22.2
COc1cccc(-c2ccccc2[C@H]2[C@@H](C#N)N(C(=O)Cc3ccccc3)[C@H]2CO)c1 | 0.9[25 µM]
Cc1nn(-c2ccccc2)c2sc(C(=O)NC3CC3)cc12 | -23.7
CC1CCCN(S(=O)(=O)c2ccc(NC(=O)Cc3ccc(S(=O)(=O)N4CCOCC4)s3)cc2)C1 (stereo not given) | -1.4
O=S(=O)(c1ccccc1)N1CCC2(CC1)OCCN2S(=O)(=O)c1cccs1 | 15.2
CC(=O)NC(Cc1ccccc1)C(=O)OCC(=O)c1ccccc1 (stereo not given) | 5.6
CO[C@H]1CN(C)C(=O)c2cc(NC(=O)C3CC3)ccc2OC[C@H](C)N(Cc2cc(F)ccc2F)C[C@@H]1C | 28.3[25 µM]
CCCC(=O)Nc1ccc2c(c1)C(=O)N(C)[C@H]1CC[C@H](CC(=O)NCc3cccc(F)c3)O[C@H]1CO2 | 0.7[25 µM]
Cc1ccc(OCCNC(=O)CCNC(=O)c2ccc(Cl)cc2)cc1 | -0.5
O=C(COc1ccc(S(=O)(=O)N2CCCC2)cc1)NCc1cccnc1 | 6.4
Cc1ccc2nc(NC(=O)COC(=O)c3ccccn3)sc2c1 | -101.5
C[C@@H]1CN([C@@H](C)CO)C(=O)CCCn2cc(nn2)CO[C@H]1CN(C)Cc1ccc2c(c1)OCCN2C | -0.5[25 µM]
COc1ccccc1CCC(=O)NNC(=O)c1ccncc1 | 4.1
Cc1ccc(N2CC(NC(=O)C(=O)c3c(C)[nH]c4ccccc34)CC2=O)cc1 (stereo not given) | -3.7
COc1ccc(C2=NCC(CSc3nnnn3C)S2)cc1 (stereo not given) | -2.1
CN(C)CCNc1ccc(Cl)cc1[N+](=O)[O-] | 4.9
O=C(CCc1nc(-c2ccccc2F)no1)Nc1ccc(Oc2ccccc2)cc1 | 6.4
SMILES | CD40 NFkB inh
CC1CC(C)CN(C(=O)c2cc(-c3ccccn3)nc3ccccc23)C1 (stereo not given) | 2.2
CC(C)C[C@H](NC(=O)Nc1ccccc1F)C(=O)O | 5.4
COCC(=O)N1[C@@H](C#N)[C@H](c2ccc(C#Cc3ccccc3F)cc2)[C@@H]1CO | -31.9[25 µM]
Cc1cc2nc(Cl)c(Cl)nc2cc1C | 1.2
O=C(c1ccccc1F)N1CC(=O)N2[C@@H](CO)[C@@H](c3ccc(C#Cc4ccccc4)cc3)[C@@H]2C1 | 5.2[25 µM]
C[C@H](NC(=O)N(C)C[C@@H]1OCc2ccccc2-c2ccccc2C(=O)N([C@@H](C)CO)C[C@@H]1C)c1ccccc1 | -17.3[25 µM]
COc1ccc(N2CCN(C(=O)COC(=O)CNC(=O)c3ccccc3)CC2)cc1 | 7.1
O=C(C[C@@H]1CC[C@H]2NC[C@H](O)COC[C@@H]2O1)NC1Cc2ccccc2C1 | 0.7[25 µM]
O=C(CN(Cc1ccco1)S(=O)(=O)c1cccs1)Nc1ccccc1C(F)(F)F | -2.0
C[C@@H]1CN([C@@H](C)CO)C(=O)Cc2cc(NC(=O)Cc3cn(C)c4ccccc34)ccc2O[C@H]1CN(C)Cc1ccc(C(F)(F)F)cc1 | 66.0*[25 µM]
O=C1CCCCC(=O)c2ccccc2N1 | -3.6
O=C1OCC2=C1C(c1ccc3c(c1)OCO3)c1cc3c(cc1O2)OCO3 (stereo not given) | 4.6
Cc1ccc(-c2nc(N)sc2CC(=O)OCC(=O)NCC2CCCO2)cc1 (stereo not given) | -10.5
O=C(CC(NC(=O)c1ccccc1)c1ccccc1)NCc1ccccc1 (stereo not given) | 13.1
CCCc1cn(CC[C@H]2CC[C@H](NC(=O)C3CCCC3)[C@H](CO)O2)nn1 | -3.3
Cn1c(=O)n(CC(=O)Nc2cccnc2)c2ccccc21 | 10.6
O=c1c(Cc2c(F)cccc2Cl)c(O)ccn1CC1CCCO1 (stereo not given) | -24.2
O=C(C=Cc1ccccc1)c1cc(Br)ccc1O | 9.8
O=C(c1ccco1)N1CCN(C2CCCC2)CC1 | 6.0
CN(C)c1nc(N)ncc1-c1ccc(Oc2ccccc2)cc1 | 12.1
COc1ccccc1S(=O)(=O)N(C)C[C@@H]1OCc2ccccc2-c2ccccc2C(=O)N([C@@H](C)CO)C[C@@H]1C | 2.8[25 µM]
O=C(COC(=O)CCC(=O)c1ccc(Cl)cc1)NC1CC1 | 2.2
O=C(CN1C(=O)c2ccc([N+](=O)[O-])cc2C1=O)NC1CCCCCC1 | 3.8
COc1cccc(CNC2CCCC2)c1 | 5.0
CCOC(=O)C1=C(COC(=O)c2cc(OC)c(OC)cc2[N+](=O)[O-])NC(=O)NC1C (stereo not given) | 4.4
SMILES | CD40 NFkB inh
Cn1cc(Cl)c(C(=O)N(Cc2ccccc2)c2ccccn2)n1 | 13.8
CC(C)[C@H](NC(=O)NCc1ccco1)C(=O)O | 5.0
Cc1nc(SCc2cccc(C(=O)O)c2)nc2c1CCCC2 | -64.1
O=C(NC1CCCCC1)N1CCC(c2nc3ccccc3[nH]2)CC1 | 4.5
COC(=O)c1cc(S(=O)(=O)Nc2cc(S(=O)(=O)N(C)C)ccc2C)oc1C | 2.4
Cc1cccc(C)c1NC(=O)CN1C(=O)C2CC=CCC2C1=O (stereo not given) | 5.1
CCc1csc(N2[C@H](CO)[C@H](c3ccc(-c4cccc(F)c4)cc3)[C@@H]2C#N)n1 | -22.0
CC1CCCC(CC(=O)O)(CC(=O)O)C1 (stereo not given) | 12.9
CN(C)c1ccc(/C=N/NC(=O)C2CC2c2ccccc2)cc1 (stereo not given) | 3.4
O=C(CC1CC1)N1CC2(C1)[C@@H](c1ccccc1)[C@@H](CO)N2Cc1ccccn1 | -6.5[25 µM]
O=C(NC(c1ccc(F)cc1)c1ccc2ccccc2n1)C1CCN(CCOc2ccc(F)cc2)CC1 (stereo not given) | -24.1
O=C(Nc1ccc2c(c1)[C@@H]1C[C@H](CC(=O)N3CCc4ccccc4C3)O[C@H](CO)[C@@H]1O2)c1ccc2c(c1)OCO2 | -9.6[25 µM]
COc1ccc2c(c1)SCC(=O)N2C | 6.5
O=C(C[C@@H]1C[C@@H]2c3cc(NC(=O)C4CCC4)ccc3O[C@@H]2[C@H](CO)O1)NC1CCCC1 | 3.0[25 µM]
CNC[C@H]1Oc2ccc(N(C)C)cc2C(=O)N([C@H](C)CO)C[C@@H]1C | -5.8[25 µM]
O=C(c1ccccc1)c1ccc2ccccc2c1 | -44.3
Cc1nc(N2[C@@H](C#N)[C@@H](c3ccccc3)[C@@H]2CO)sc1C | 5.4[25 µM]
COc1ccc(NC(=O)Cn2nnc(-c3ccccc3F)n2)cc1 | -23.1
O=C(O)CC1Sc2ccccc2NC1=O (stereo not given) | 7.9
Cc1ccc(S(=O)(=O)N(C)C)cc1NC(=O)COC(=O)c1c(-c2ccccc2)noc1C | 8.4
CCC(=O)c1c[nH]c(C(=O)NCc2cccnc2)c1 | 17.2
CC(C)(CO)CNC(=O)CCc1nnc(CCCc2ccccc2)o1 | -24.6
CN(CC(=O)OCC(=O)NC1CCCC1)S(=O)(=O)c1ccc(Cl)cc1 | 4.1
O=C(NCCCN1CCOCC1)c1cn(-c2ccccc2)nc1-c1ccc(Br)cc1 | -9.9
CN(c1ccccc1)S(=O)(=O)c1ccc(NC(=O)c2ccc(-c3ccccc3)cc2)cc1 | 17.6

The list goes on (3 carried over from the part before).
SMILES | CD40 NFkB inh
CN(CC(=O)OCC(=O)NC1CCCC1)S(=O)(=O)c1ccc(Cl)cc1 | 4.1
O=C(NCCCN1CCOCC1)c1cn(-c2ccccc2)nc1-c1ccc(Br)cc1 | -9.9
CN(c1ccccc1)S(=O)(=O)c1ccc(NC(=O)c2ccc(-c3ccccc3)cc2)cc1 | 17.6
Cc1ccc2oc(C(=O)N3CCC(C(N)=O)(N4CCCCC4)CC3)c(C)c2c1 | -0.3
Fc1ccc(N2CCN(C(=S)NCC3CCCO3)CC2)cc1 (stereo not given) | 0.9
COc1ccc(C(=O)O/N=C(/c2ccccc2)c2ccncc2)cc1OC | 16.5
Cc1cc(=O)n2[nH]nnc2n1 | 11.3
CN(C)CC(C)(C)CNS(=O)(=O)c1ccc(OC(F)(F)F)cc1 | -1.2
Cc1ccc(CNC(=O)CN(C)S(=O)(=O)c2cccc3cccnc23)cc1 | -0.8
COc1cc(CC(=O)OCC(=O)NC2CCCC2)cc(OC)c1OC | 14.1
CC(=O)Nc1ccc(C(=O)COC(=O)Cc2ccsc2)c(F)c1 | -61.7
Cc1ccc(Nc2oc(C)nc2C#N)cc1 | -10.5
O=C(COC(=O)Cc1ccc(-c2ccccc2)cc1)NCc1ccccc1 | -5.9
COc1cccc(OCCc2c(C)n[nH]c2C)c1 | -3.6
N#CCCSCc1ccc(C(=O)O)o1 | 11.6
O=C(O)c1cc(-c2cccc3ccccc23)nc2ccccc12 | 0.1
O=C(CCN1CCOCC1)NNC(=S)NC(=O)c1ccc(Br)cc1 | 11.3
CCOC(=O)C1=C(C)NC(=O)NC1/C(C)=C/c1ccccc1 (stereo not given) | 8.9
O=C(OCC(=O)N(Cc1ccccc1)C1CCS(=O)(=O)C1)c1cc2c(s1)CCCC2 (stereo not given) | 15.2
Cc1ccc(C(=O)OCC(=O)Nc2ccccc2C(F)(F)F)cc1S(=O)(=O)N1CCCCC1 | 7.6
O=C(Nc1cccc(Cl)c1)C1CCCN(C2=NS(=O)(=O)c3ccccc32)C1 (stereo not given) | 10.2
C[C@H](CO)N1C[C@H](C)[C@H](CN(C)S(=O)(=O)c2ccc(C#N)cc2)OCc2cnnn2CCCC1=O | -14.7[25 µM]
CC(C)NC(=O)N1CCCCN2[C@H](CO)[C@@H](c3ccc(C#C[C@@H](C)O)cc3)[C@@H]2C1 | -9.1[25 µM]
COc1ccc(-c2nn(-c3ccccc3)cc2CNCCN2CCOC2=O)c(F)c1 | -23.3
O=C(NCc1ccccn1)c1cc2ccccn2n1 | -3.7
CN(CC(=O)Nc1cccc(F)c1)C(=O)C1CCN(S(=O)(=O)c2ccc3c(c2)OCCO3)CC1 | 12.1
CO[C@@H]1CC[C@H]2CCN(C)C(=O)CCCN(C)C(=O)c3cc(C#N)ccc3OC[C@@H]1O2 | 3.6[25 µM]
O=S(=O)(c1cccs1)N1CCCCN2[C@H](CO)[C@H](c3ccc(Br)cc3)[C@H]2C1 | -3.6[25 µM]
SMILES | CD40 NFkB inh
FC(F)(F)c1cc(-c2cccs2)nc2nc(N3CCOCC3)sc12 | 3.9
Cc1cc(C)c2cc(C(=O)N(C)C3CCN(C)CC3)[nH]c2c1 | 6.9
CC(=O)n1nc(-c2cccnc2)nc1N | 13.4
CCCCCCCn1c2c(c(=N)c3ccccc31)CCC2 | 84.0*
O=c1c2cnn(-c3ccccc3)c2ncn1Cc1ccco1 | -6.8
O=C(c1ccccc1F)N1C[C@@H]2[C@H](c3ccccc31)[C@H](CO)N2C(=O)c1ccccc1 | -2.8
CCc1cnc(N2[C@H](C#N)[C@@H](c3ccccc3)[C@H]2CO)s1 | 6.9
CC(Oc1cccnc1[N+](=O)[O-])C(=O)N1CCc2ccccc21 (stereo not given) | -9.3
Cn1cc(CNCc2ccc(-n3cccn3)cc2)c(-c2ccccc2F)n1 | 18.5
CCC(C)Nc1nnc(SCC(=O)c2c(N)n(C3CC3)c(=O)[nH]c2=O)s1 (stereo not given) | 9.1
Cn1c(=O)n(CCc2ccccc2)c(=O)c2c1nc1n2CCN1Cc1ccco1 | -11.1
Cc1ccccc1S(=O)(=O)N(C)C[C@H]1OCc2ccccc2-c2c(n(C)c3ccccc23)C(=O)N([C@H](C)CO)C[C@@H]1C | 2.3
CCOCC(=O)Nc1nc2ccc(C)cc2s1 | -31.2
COc1ccc(C(CNC(=O)c2ccc(-n3cnnn3)cc2)N2CCOCC2)cc1 (stereo not given) | 5.9
Cc1cc2cc(CNC(=O)c3ccc(S(=O)(=O)N4CCOCC4)cc3)ccc2n1C | -4.1
Cc1cc(C)c2c(N)c(C(=O)N3CCCCCC3)sc2n1 | 5.2
Cc1nnc(SCc2cccc3ccccc23)s1 | -83.5
C[C@@H]1CN([C@@H](C)CO)C(=O)c2ccccc2-c2ccccc2CO[C@H]1CN(C)C(=O)Nc1ccc2c(c1)OCO2 | -2.5[25 µM]
O=C(C[C@@H]1C[C@H]2c3cc(NC(=O)C4CCC4)ccc3O[C@H]2[C@H](CO)O1)NCCc1ccccc1 | 15.1[25 µM]
COC(=O)c1cc(OC)c(OC)c(OC)c1N | 7.9
O=C(Nc1ccccc1)Oc1ccccc1N1CCOCC1 | -14.2
C[C@H]1CN([C@@H](C)CO)S(=O)(=O)c2ccc(-c3cncnc3)cc2O[C@@H]1CN(C)C(=O)NC1CCCC1 | -10.6[25 µM]

In another format: 4 of the compounds above
| smiles | CD40 NFkB inh |
| --- | --- |
| Cc1cc2cc(CNC(=O)c3ccc(S(=O)(=O)N4CCOCC4)cc3)ccc2n1C | -4.1 |
| Cc1cc(C)c2c(N)c(C(=O)N3CCCCCC3)sc2n1 | 5.2 |
| Cc1nnc(SCc2cccc3ccccc23)s1 | -83.5 |
| C[C@@H]1CN([C@@H](C)CO)C(=O)c2ccccc2-c2ccccc2CO[C@H]1CN(C)C(=O)Nc1ccc2c(c1)OCO2 | -2.5[25 µM] |

4 entries from above, with the structure last:
CD40 NFkB inh	compound
18.5	Cn1cc(CNCc2ccc(-n3cccn3)cc2)c(-c2ccccc2F)n1
-31.2	CCOCC(=O)Nc1nc2ccc(C)cc2s1
6.9	CCc1cnc(N2[C@H](C#N)[C@@H](c3ccccc3)[C@H]2CO)s1
6.9	Cc1cc(C)c2cc(C(=O)N(C)C3CCN(C)CC3)[nH]c2c1

These rows are one share of the data (hit frequency here may not be typical).
